Compound activity (PubChem BioAssay)
DAX1 inh-1 = DAX1 (NR0B1) inhibition, primary screen. HEK293T StAR-luciferase reporter, SF-1/DAX-1 repression relief. inhibition, % at 6.8 µM. 1.1% of 370,000 active. AID 652010;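 active = inhibition above the mean over all tested compounds plus 3 SD, cut at about 3.6% in these data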;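 note: 0% = DAX-1 cells with DMSO and 100% = cells lacking DAX-1 with DMSO; higher inhibition means more luminescence from relief of DAX-1 repression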
SMARCA2 act = increases SMARCA2 function in MMTV reporter cells | AID 652017 | activation, % at 9.1 µM | 1% of 370,000 active | MG213 cells, MMTV-luciferase reporter, dexamethasone, overnight; in the data active = activation above about 7.8%;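 note: 0% = vehicle wells and 100% = reference activator wells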
ADAM17 inh = ADAM17 inhibition, QFRET primary screen. recombinant ADAM17, EDANS/DABCYL FRET peptide cleavage. P78536. 0.83% of 370,000 active. inhibition, % at 6.95 µM. AID 720648;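 active = inhibition above the mean of compounds lying between control limits plus 3 SD, set per campaign, cut at about 8.5% in these data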;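 note: 0% = DMSO-only wells as the low control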
FXN GAA850 act = activators of GAA850 frataxin (FXN) promoter; AID 540364; activation, % at 6 µM; 0.56% of 360,000 active; HEK293 lucGAA850 FXN promoter luciferase reporter, 24 h; percent of 10 µM SAHA response;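 active = activation above the average of all compounds screened plus 3 SD, cutoff fixed separately per campaign, cut at about 7.5% in these data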;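 note: 0% = DMSO wells and 100% = 10 µM SAHA wells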
hgDAF12 agonist = agonists of H. glycines DAF-12 nuclear receptor; activation, % at 6.8 µM; HEK293 GAL4-hgDAF12 UAS-luciferase reporter, agonist luminescence; normalized to butyrate control; 1.8% of 370,000 active;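 active = activation above a cutoff set at the mean of all screened compounds plus 3 SD, cut at about 10% in these data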;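 note: 0% = DMSO wells and 100% = sodium butyrate wells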
PG9 Ab binder = binds the HIV-1 gp120 antibody PG9 | TR-FRET gp120-PG9 antibody binding | inhibition, % at 6.7 µM | 0.43% of 360,000 active | AID 624416; in the data active = inhibition above about 8.5%
hcDAF-12 act = activators of H. contortus DAF-12 nuclear receptor; activation, % at 6.8 µM; HEK293 hcDAF-12 lit1-tk-luc reporter, luminescence; 0% DMSO, 100% Δ7-dafachronic acid; AID 652067; 1.4% of 370,000 active;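 active = activation above the mean of all tested compounds plus 3 SD, cut at about 5.5% in these data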;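 note: 100% = response to 3 µM Δ7-dafachronic acid high control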
GC-A act = GC-A (human) enzyme activation | HEK293 GC-A cells, cGMP TR-FRET, EC30 ANP; 0% at EC30 ANP, 100% saturating ANP | activation, % at 10 µM | 0.14% of 370,000 active; in the data active = activation above about 40%
ssDAF-12 act = S. stercoralis DAF-12 activation, primary screen | HEK293 ssDAF-12/GRIP1 lit1-tk-luc reporter, luminescence; % of 3 µM dafachronic acid response | activation, % at 6.8 µM | 1% of 370,000 active;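 active = activation above the mean over all tested compounds plus 3 SD, cut at about 0.9% in these data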;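 note: 0% = DMSO-only wells and 100% = 3 µM delta7-dafachronic acid wells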
DAX1 inh-2 = inhibitors of human orphan nuclear receptor DAX1 (NR0B1). P51843. AID 504766. HEK293 Gal4-DAX1 luciferase reporter, luminescence. inhibition, % at 6.75 µM. 0.99% of 340,000 active;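 active = inhibition above the mean over all tested compounds plus 3 SD, cut at about 4.2% in these data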;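 note: 0% = DAX1-transfected cells with DMSO and 100% = empty-vector control cells with DMSO; inhibition shows as a rise in luminescence from relieved DAX1 repression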
Target sequence (P51843 207-470 limits assumed): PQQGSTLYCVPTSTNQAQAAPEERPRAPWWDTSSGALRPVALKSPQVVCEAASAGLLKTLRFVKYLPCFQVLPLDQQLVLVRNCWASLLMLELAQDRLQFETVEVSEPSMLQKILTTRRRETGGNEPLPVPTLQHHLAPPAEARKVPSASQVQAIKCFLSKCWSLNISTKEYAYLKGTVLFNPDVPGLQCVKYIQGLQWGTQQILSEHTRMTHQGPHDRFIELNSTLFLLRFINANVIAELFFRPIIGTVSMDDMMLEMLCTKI
ADAM10 inh = inhibits human ADAM10. O14672. inhibition, % at 7 µM. recombinant ADAM10, EDANS/DABCYL FRET peptide cleavage, 3 h. 0.62% of 370,000 active. AID 720582;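 active = inhibition above a per-campaign cutoff equal to the mean of compounds falling between control-based bounds plus 3 SD, cut at about 20% in these data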;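 note: 0% = DMSO wells while the 100% control is not disclosed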
Target sequence (O14672 214-748 limits assumed): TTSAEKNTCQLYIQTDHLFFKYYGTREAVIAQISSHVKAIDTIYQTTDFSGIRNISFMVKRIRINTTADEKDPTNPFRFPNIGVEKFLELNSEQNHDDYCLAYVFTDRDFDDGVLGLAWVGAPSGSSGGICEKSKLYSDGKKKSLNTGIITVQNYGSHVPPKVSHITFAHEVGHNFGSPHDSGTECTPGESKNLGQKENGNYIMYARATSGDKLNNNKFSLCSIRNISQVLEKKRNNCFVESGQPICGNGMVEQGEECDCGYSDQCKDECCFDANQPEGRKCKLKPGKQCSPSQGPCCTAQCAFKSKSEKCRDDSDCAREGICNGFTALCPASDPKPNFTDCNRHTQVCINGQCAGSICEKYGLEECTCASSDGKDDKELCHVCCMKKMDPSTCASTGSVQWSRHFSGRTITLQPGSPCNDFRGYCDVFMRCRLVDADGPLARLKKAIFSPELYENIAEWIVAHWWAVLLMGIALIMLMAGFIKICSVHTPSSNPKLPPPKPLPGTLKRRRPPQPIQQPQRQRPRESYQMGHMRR
An asterisk follows results filed as active; · = not tested or not shown.

Fields – DAX1 inh-1 | SMARCA2 act | ADAM17 inh | FXN GAA850 act | hgDAF12 agonist | PG9 Ab binder | hcDAF-12 act | GC-A act | ssDAF-12 act | DAX1 inh-2 | ADAM10 inh
[1] O=C1CSc2ccc(C(=O)NCc3ccccn3)cc2N1
  -0.2 | -3 | -5 | 1.7 | 3.4 | -2.1 | -0.9 | 1 | -1.1 | -0.2 | -5
[2] CCn1c2ccc(C)cc2c2n[nH]c(=S)nc21
  0.1 | -1 | -1 | 2.6 | -1.8 | -3.9 | -0.3 | 7 | -0.9 | -2.1 | 14
[3] COc1cccc(/C=C/C(=O)OCC(=O)NC(=O)NC2CCCCC2)c1
  0.7 | -1 | -16 | 1.0 | 3.9 | -0.5 | 0.6 | -8 | -1.4 | -0.1 | -55
[4] O=C(N=C1SC2CS(=O)(=O)CC2N1CCc1ccccc1)C1CC1 (centres undefined)
  -0.1 | -1 | 1 | 0.2 | 1.1 | 0.6 | -0.4 | 0 | -1.1 | 0.4 | -6
[5] CCC(C)Cn1cnc2c(SCc3ccccc3F)nc(N)nc21 (centres undefined)
  3.3 | 5 | 2 | 4.8 | 0.8 | -1.9 | -0.1 | 14 | -1.5 | -1.8 | 7
[6] O=C(CCc1ccc(O)cc1)NNC(=S)NCCc1ccccc1
  -0.3 | -3 | -4 | 0.5 | 0.0 | 0.0 | -1.6 | -1 | -1.8 | 0.0 | -6
[7] CNc1ccc(C(=O)N2CCN(S(=O)(=O)c3ccc4c(c3)OCCCO4)CC2)cc1[N+](=O)[O-]
  1.2 | -3 | -3 | 1.3 | 0.7 | -0.1 | -0.1 | -2 | -1.4 | -0.7 | -2
[8] O=C(COC(=O)c1ccccc1O)NNC(=O)c1ccc(Br)cc1
  -0.8 | -2 | -9 | 3.8 | -0.8 | 9.5* | 0.9 | -2 | -0.9 | 0.0 | -1
[9] Cc1cc(C)nc(-n2nc(C)cc2NC(=O)C(C)C)n1
  -0.3 | -2 | 0 | -1.4 | -1.5 | 0.0 | -0.4 | 3 | -2.1 | 2.0 | -3
[10] COc1ccc(-c2csc(C(C)(O)c3ccncc3)n2)cc1OC (centres undefined)
  0.4 | 0 | -4 | 2.7 | -2.8 | 1.2 | -1.2 | 3 | -1.6 | · | 0
[11] COc1ccc(NC(=O)C2CCN(C(=O)c3ccco3)CC2)c(OC)c1
  -0.3 | 1 | -2 | 0.0 | -1.4 | 0.6 | -0.2 | 5 | -0.8 | 0.2 | -6
[12] O=C(COC(=O)CCNS(=O)(=O)c1ccccc1)NC1CC1
  1.4 | 0 | -1 | 0.9 | 1.6 | -0.9 | 0.8 | 1 | -0.8 | -0.1 | -3
[13] O=C(NC1CCCC1)C1CCN(C(=O)NCc2ccccc2)CC1
  -1.3 | -2 | -1 | 0.2 | -2.6 | -0.5 | -1.0 | -2 | -2.1 | 1.1 | 0
[14] COc1ccccc1NC(=S)c1ccccc1
  -0.1 | -3 | 5 | 0.8 | 1.3 | -2.9 | -1.0 | 3 | -1.1 | 0.4 | 9
[15] CCn1ccnc1CN(C)Cc1c(C(=O)N2C[C@@H](C)O[C@@H](C)C2)nc2ccc(Cl)cn12
  -1.8 | -1 | -3 | 0.4 | -1.0 | -1.0 | 0.1 | -1 | -0.5 | -0.1 | -1

Values in list order from the list.
Entries 6 to 14 in FXN GAA850 act read 0.5, 1.3, 3.8, -1.4, 2.7, 0.0, 0.9, 0.2, 0.8
Entries 6 to 14 in DAX1 inh-1 read -0.3, 1.2, -0.8, -0.3, 0.4, -0.3, 1.4, -1.3, -0.1
Entries 6 to 14 in ADAM17 inh read -4, -3, -9, 0, -4, -2, -1, -1, 5

Going on with the list.
Fields – DAX1 inh-1 | SMARCA2 act | ADAM17 inh | FXN GAA850 act | hgDAF12 agonist | PG9 Ab binder | hcDAF-12 act | GC-A act | ssDAF-12 act | DAX1 inh-2 | ADAM10 inh
[16] Cc1cc(C)n(CC(=O)NNC(=O)CCCOc2ccc(Cl)cc2C)n1
  -0.4 | -2 | 0 | -1.9 | -0.9 | -0.7 | -0.2 | -5 | -1.4 | 0.1 | 5
[17] Cc1cc2oc(=O)cc(Cn3ccnc3)c2cc1Cl
  -0.4 | -2 | -9 | 0.6 | 0.2 | 4.5 | -0.6 | -3 | -1.5 | 0.0 | -12
[18] O=C(c1cc2ccccc2o1)n1nnc2ccccc21
  0.0 | -1 | -2 | -1.8 | 2.8 | -0.9 | 4.6 | 3 | 0.7 | -0.3 | -6
[19] O=C(CN1CCN(S(=O)(=O)c2ccccc2)CC1)Nc1ccc(N2CCOCC2)cc1
  -0.4 | -3 | -1 | 0.8 | -0.6 | -2.7 | -1.3 | -2 | -0.8 | -1.0 | -4
[20] Cc1occc1C(=O)O/N=C(\N)c1ccccc1
  2.5 | 5 | -3 | 2.7 | 14* | -0.2 | 4.9 | 3 | 0.1 | · | 2
[21] CN(C(=O)c1cc(Cl)c2c(c1)OCCO2)c1c(N)n(Cc2ccccc2)c(=O)[nH]c1=O
  1.9 | -1 | -4 | -0.2 | 0.3 | 0.0 | -2.1 | 2 | -1.2 | 2.1 | -12
[22] CC(C)C[C@]1(c2ccccc2)ON(c2ccccc2C(F)(F)F)C1=O
  0.2 | 0 | -3 | -1.6 | -0.9 | -2.7 | -1.0 | 0 | -1.4 | 0.4 | 6
[23] COCCNCc1ccc(Cl)cc1Cl
  0.0 | 0 | 1 | 3.8 | 0.1 | -3.1 | -3.5 | 1 | -1.4 | 0.7 | 1
[24] OCCNCCSc1nc(C2CCCCC2)n(-c2ccccc2Cl)n1
  0.5 | -1 | -5 | -1.5 | 2.0 | -0.8 | -2.1 | -13 | -1.1 | 1.2 | -10
[25] CSCC[C@H](NC(=O)[C@@H]1CSC2c3ccccc3C(=O)N21)C(=O)NC1CCCC1 (some centres undefined)
  -1.6 | -2 | -4 | -0.2 | -2.5 | -2.8 | -1.3 | -1 | -1.2 | 0.2 | -6
[26] Cc1ccc(C(=O)OCC(=O)Nc2ccc(Cl)cn2)cc1S(=O)(=O)N1CCOCC1
  0.5 | 2 | -5 | -0.2 | -0.3 | -2.3 | -0.4 | 2 | -0.6 | 1.4 | 3
[27] Cc1ccccc1-c1nc(CS(=O)(=O)CC(=O)NCCN2CCOCC2)c(C)o1
  -0.7 | -3 | 3 | -1.4 | -0.1 | -2.5 | -0.1 | 2 | -1.5 | 0.9 | 2
[28] COC(=O)c1cccc(NC(=O)c2ccc3c(c2)C(=O)N(C(C)(C)C)C3=O)c1
  0.1 | 2 | -1 | 2.0 | 3.3 | -2.7 | -1.8 | 8 | -1.4 | -0.5 | 9
[29] Cc1cc2c(c(=O)o1)C1(C(=O)N(C)c3ccccc31)C(C#N)=C(N)O2 (centres undefined)
  0.3 | 0 | -6 | -2.0 | 0.6 | 0.1 | -1.8 | 0 | -0.8 | 0.6 | -11
[30] CC(C)OC(=O)CC1C(=O)NCCN1C(=S)NC(=O)c1ccc(F)cc1 (centres undefined)
  -0.2 | 0 | -3 | -1.0 | -1.6 | -0.1 | -0.5 | 6 | -1.1 | -1.0 | -5
[31] CNC(=O)Nc1cccc(-c2cc(-c3c(Cl)cccc3Cl)no2)c1
  -0.3 | -4 | 7 | 0.2 | 2.5 | -0.6 | -1.7 | 0 | -1.6 | -1.2 | 16
[32] O=c1nc(-c2ccccc2)n(-c2ccccc2)[nH]1
  -0.1 | -1 | -1 | 0.6 | 1.8 | -0.5 | -1.2 | 5 | -0.5 | 0.2 | -6
[33] COCCNC(=O)CSc1nnc(-c2ccc(C)cc2)c(-c2ccc(C)cc2)n1
  -0.8 | 1 | -3 | -0.7 | -2.3 | -0.1 | -1.5 | -10 | -2.5 | -0.5 | 5
[34] CCN(CC(=O)Nc1ccc(NC(C)=O)cc1)C(=O)C1COc2ccccc2O1 (centres undefined)
  -1.1 | -4 | 0 | 0.5 | -0.3 | 0.1 | -3.8 | 1 | -1.2 | -0.2 | -1
[35] COc1ccccc1/C=C/C(=O)NC(=S)N1CCOCC1
  -0.4 | 5 | -8 | 3.8 | 5.2 | -3.6 | 2.0 | -2 | 0.2 | 0.4 | -8
[36] COC(=O)[C@]12C[C@H](CC(=O)NCCCCc3ccccc3)C(=O)N(Cc3ccco3)C1=C[C@H](C(C)C)O[C@@H]2C1CC1
  -0.9 | -3 | 7 | · | 0.5 | · | -3.9 | -8 | -1.0 | · | 9
[37] CSc1cccc(NC(=S)N(CCN(C)C)C(C)c2ccccn2)c1 (centres undefined)
  -0.7 | -4 | -4 | 2.4 | 4.0 | 1.1 | -2.1 | -4 | -0.4 | -1.5 | 0
[38] CCn1c(C)cc(C)c(C#N)c1=O
  0.6 | -4 | -5 | 0.7 | 0.9 | 2.0 | 0.9 | -1 | -1.3 | 0.6 | -9
[39] O=C(NCCCn1ccnc1)c1ccccc1F
  -1.3 | 0 | -3 | 1.1 | -0.6 | 0.3 | -1.8 | 2 | -0.8 | 1.3 | 3
[40] C=CCOc1ccc(C2N3CC4(C)CN2CC(CCC)(C3)C4=O)cc1 (centres undefined)
  -0.1 | 0 | -4 | 0.4 | -1.2 | 2.2 | -0.9 | 0 | -1.5 | -0.8 | -3
[41] CCCCNC(=O)C1(C)CCCCN1C(=O)c1cccc(OC(F)(F)F)c1 (centres undefined)
  -0.2 | -2 | -7 | 0.3 | 0.6 | 0.9 | -0.7 | -3 | -1.3 | · | -18
[42] COc1ccc2[nH]c(=O)c(CN(Cc3cccnc3)S(=O)(=O)c3ccccc3F)cc2c1
  -1.2 | -3 | -100 | -7.3 | -5.2 | -1.9 | -3.8 | -4 | -1.5 | -2.3 | -279
[43] COc1cccc(CNC(=O)C23CN(Cc4ccccc4)CC2C(c2ccc([N+](=O)[O-])cc2)=NO3)c1 (centres undefined)
  -0.5 | 0 | 5 | -3.0 | -0.1 | -1.1 | -0.9 | 1 | -1.5 | -0.6 | 15
[44] O=c1cc(/C=C/c2cccs2)[nH]c2ccccc12
  -1.2 | -3 | -5 | -0.6 | -0.5 | -4.5 | -3.4 | -6 | -1.6 | 0.1 | -1
[45] O=C1CC(c2ccco2)Cc2nc(NCC3CCCO3)ncc21 (centres undefined)
  -0.3 | 0 | -2 | -1.6 | -2.4 | -2.2 | -0.8 | -1 | -0.9 | 0.0 | 9
[46] CCC1=NC(c2ccc(OC)c(OC)c2)N(O)C1(C)C (centres undefined)
  0.0 | -3 | 5 | -0.1 | -2.5 | 1.4 | -2.6 | 0 | -1.6 | 0.3 | 0
[47] CN(CC(=O)c1c(N)n(C)c(=O)n(C)c1=O)c1ccccc1
  -0.3 | -2 | -7 | 0.3 | -0.8 | -3.8 | 0.3 | -5 | -1.6 | 0.9 | -6

Molecules above that have a CF3 group, in the order listed:
Fields – DAX1 inh-1 | SMARCA2 act | ADAM17 inh | FXN GAA850 act | hgDAF12 agonist | PG9 Ab binder | hcDAF-12 act | GC-A act | ssDAF-12 act | DAX1 inh-2 | ADAM10 inh
[22] CC(C)C[C@]1(c2ccccc2)ON(c2ccccc2C(F)(F)F)C1=O
  0.2 | 0 | -3 | -1.6 | -0.9 | -2.7 | -1.0 | 0 | -1.4 | 0.4 | 6
[41] CCCCNC(=O)C1(C)CCCCN1C(=O)c1cccc(OC(F)(F)F)c1 (centres undefined)
  -0.2 | -2 | -7 | 0.3 | 0.6 | 0.9 | -0.7 | -3 | -1.3 | · | -18
